Bioassay records (PubChem BioAssay)
Mcl1 Noxa PPI: Mcl-1/Noxa interaction inhibition; Q07820; TR-FRET Mcl-1/Noxa peptide binding, 2 h; inhibition, % at 21.7 µM; 220,000 compounds, 1.5% hits; AID 1022;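 active means compounds that cut the protein-peptide binding signal by more than 50% relative to plate controls in a single-dose test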;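 further: His-tagged Mcl-1 with rhodamine Noxa BH3 peptide and terbium anti-His antibody; 0% = Mcl-1 plus Noxa peptide wells and 100% = peptide-only wells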
Target sequence (Q07820 whole entry, looked up): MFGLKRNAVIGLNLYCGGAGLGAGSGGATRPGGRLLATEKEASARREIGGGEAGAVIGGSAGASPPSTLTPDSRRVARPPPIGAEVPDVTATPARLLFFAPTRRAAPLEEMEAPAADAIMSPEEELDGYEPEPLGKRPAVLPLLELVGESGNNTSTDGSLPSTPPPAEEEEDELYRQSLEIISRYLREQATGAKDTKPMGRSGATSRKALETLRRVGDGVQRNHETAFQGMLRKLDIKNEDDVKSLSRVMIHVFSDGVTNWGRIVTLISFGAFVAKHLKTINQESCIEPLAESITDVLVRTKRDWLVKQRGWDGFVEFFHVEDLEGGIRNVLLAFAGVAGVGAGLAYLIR
Avidin fluor: compound fluoresces at 488/530 nm on avidin beads; compound fluorescence 488/530 nm, flow cytometry; active compounds read high; fluorescence (KMESF) at 10 µM; 220,000 compounds, 0.38% hits; in the data active means fluorescence above about 47; further: inactives centre near 10
Pf gamet viab: inhibitors of late stage P. falciparum gametocyte viability; P. falciparum stage V gametocytes, ATP luminescence, 24 h; inhibition, % at 10.9 µM; 150,000 compounds, 0.065% hits; AID 743093;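 active means inhibition above the mean plus 3 SD of compounds within the control limits, set per campaign, cut at about 38% in these data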;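 further: 0% = DMSO wells and 100% = medium only without gametocytes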
Mcl1-Bid inh: Mcl-1/Bid interaction inhibition; TR-FRET Mcl-1/Bid-Dy647 peptide binding, 1536-well; inhibition, % at 21.7 µM; 220,000 compounds, 0.97% hits; AID 1021;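 active means compounds that cut the binding signal by more than half at the single screening dose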;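 further: His-tagged Mcl-1 with europium anti-His antibody binding Bid BH3 peptide; 0% = Mcl-1 plus peptide wells and 100% = peptide-only wells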
Numbers without * were called inactive; & = joins results of further samples. Only part of the results is shown. The share of hits here may be higher or lower than overall.

SMILES | Mcl1 Noxa PPI | Avidin fluor | Pf gamet viab | Mcl1-Bid inh
CC1=CC(C)C(CN(CCC[N+](C)(C)C)C(=O)Nc2ccccc2)C(C)C1 (stereo not drawn) | 6 | 4 | -21 | -23
CN(C)CCCNS(=O)(=O)c1cc(Cl)c(Cl)cc1Cl | -8 | 4 | 16 | -7
Cc1c(Cc2ccc3c(c2)OCO3)sc(NC(=O)C2CC2)c1C(N)=O | -6 | 8 | 5 | 3
CC(=O)/C(=C\N(C)C)Sc1ccc(C)cc1 | -10 | 8 | -10 | -36
O=C(O)c1ccc(N/N=C/C=C/c2ccccc2)cc1 | 6 | 8 | -4 | -75
Nc1ccccc1C(=O)NNc1c2ccccc2nc2ccccc12 | 42 | 8 | 4 | -44
COc1ccc(OCC(O)Cn2c(N)nc3c2c(=O)[nH]c(=O)n3C)cc1 (stereo not drawn) | 23 | 8 | 21 | -37
CC(C)CC(=O)NC(=S)Nc1ccccc1N1CCCC1 | 12 | 6 | 1 | -38
Cc1c(C)c(C)c2[nH]c(=S)[nH]c2c1C | 3 | 6 | -14 | -69
COc1ccc(C(=O)NCCCOc2cccc(NC(C)=O)c2)cc1 | 0 | 6 | -20 | -4
COc1ccc(Oc2nc(-c3cccnc3)nc3ccccc23)cc1 | -9 | 8 | 12 | -3
COc1ccc(/C=C/C(=O)OCC(=O)c2ccc3c(c2)NC(=O)CO3)c(OC)c1 | 6 | 6 | -18 | -12
CCOC(=O)c1nc(C)sc1-c1ccnn1S(=O)(=O)c1cccc(Cl)c1 | 9 | 2 | -7 | -14
COC(=O)/C=C1/S/C(=N/N=C/c2ccco2)NC1=O | 22 | 4 | 23 | -10
COc1ccc(CCCc2nnc(SCc3nc4ccccc4c(=O)[nH]3)n2C)c(C)c1 | 26 | 7 | -4 | 2
CCCc1nc2c(c(=O)c3ccccc3n2C)c(=O)n1-c1cc(C)cc(C)c1 | 5 | 6 | -13 | 4
NC(=O)C1(N2CCCCC2)CCN(Cc2ccc(Br)cc2)CC1 | 14 | 4 | 7 | -23
O=C(CCS(=O)(=O)c1ccccc1Cl)NCc1ccc(F)cc1 | 4 | 7 | -5 | -7
COc1ccc(Cn2c(C(C)C)nc3sc4ccccc4c(=O)c3c2=O)cc1 | 3 | 15 | 5 | 6
CCOC(=O)/C(C#N)=C/C=C1/C=CC=CN1C | 11 | 6 | 12 | -34
COc1ccc(/C=C(\C#N)C(=O)Nc2cc(C)c(Cl)cc2OC)cc1O | 71* | 13 | -4 | 10
COc1ccc(-c2ccc(C(C)=O)cc2)cc1[C@H]1[C@H]2C=CC[C@@H](C)[C@@H]2C(=O)N1Cc1ccccc1 | -19 | 8 | 0 | -46
N/C(=N\OC(=O)c1ccc(Cl)cc1)c1[nH]ncc1Br | 0 | 7 | -5 | -16
Cc1cc(Sc2nnc(/N=C/N(C)C)s2)c2ccccc2n1 | 10 | 7 | -8 | -4
FC(F)(F)c1cccc(NC(=S)Nc2ccc(Cl)c(Cl)c2)c1 | 14 | 5 | -5 | 9
NC(=O)CC(NC(=O)Cc1cccc2ccccc12)c1ccc(NCc2ccccc2)c([N+](=O)[O-])c1 (stereo not drawn) | 15 | 8 | 19 | -14
O=S(=O)(c1ccccc1)N1CCCC1c1cccs1 (stereo not drawn) | 0 | 6 | -54 | 1
Cc1cccc(OCC(=O)N/N=C/c2sc(=O)n(Cc3cccc(C(=O)O)c3)c2Cl)c1 | -7 | 8 | 10 | 3
CCOC(=O)c1c(O)cc(C)[nH]c1=O | -18&-13 | 9 | 18 | -9&-58
O=C(c1ccc(F)cc1F)N1CCCN(c2nc(-c3ccccc3)ns2)CC1 | 0 | 7 | 8 | -30
N=C1c2ccccc2CN1c1ccc(N2CCOCC2)c(S(=O)(=O)Nc2ccc(Cl)cc2)c1 | -18 | 24 | -23 | -5
S=C(c1ccc(-c2ccc(Cl)cc2Cl)o1)N1CCCC1 | -16 | 5 | -5 | -28
CC(C)NC(=O)N1CCCN(c2nc3ccc(Cl)cc3s2)CC1 | -13 | 5 | -10 | -15
Cc1nc(-c2ccccc2)nc2sc(C(=O)c3ccc(F)cc3)c(N)c12 | 8 | 7 | 6 | 15
CSc1n[nH]c(=O)n1C1CCCCC1 | -8 | 4 | 6 | -4
Cn1cccc1/C=N/N1CCN(Cc2ccccc2)CC1 | 11 | 9 | -20 | -55
Cc1ccc(OCC(=O)N/N=C/c2ccncc2)cc1C | -14 | 3 | 14 | -6
Cc1ccccc1NC(=O)Cn1nnc2sc3c(c2c1=O)CC(C)(C)OC3 | 6 | 31 | 9 | -5
CCN1C/C(=N\S(=O)(=O)/N=C2\CN(CC)C(=O)N2CC)N(CC)C1=O | -11 | 6 | -22 | -8
O=C1CSC(c2ccccc2F)N1 (stereo not drawn) | -23 | 7 | -2 | -23
CC1(C)CC2=C(CO1)C(=S)NC(c1ccccc1)N2CC1CCCO1 (stereo not drawn) | 3 | 7 | 16 | -49
N#Cc1cccnc1Oc1ccccc1 | -10 | 3 | -23 | -3
O=C1[C@@H]2[C@H]3CC[C@H](C3)[C@@H]2C(=O)N1O | -18 | 8 | 0 | -15
Cc1c(Cl)cccc1NC(=O)COC(=O)CN1C(=O)NC(C)(C)C1=O | -7 | 9 | -20 | -33
Cc1ccc2oc(/N=C(\N)NC(=O)C3CC3)nc2c1 | -7 | 3 | -19 | -8
CCOc1ccc(C2/C(=C(\O)c3cccc(OC)c3)C(=O)C(=O)N2c2ccccn2)cc1OC (stereo not drawn) | 13 | 6 | -5 | -39
Clc1cc(Cl)cc(Nc2ncnc(-n3cccc3)n2)c1 | -18 | 31 | 6 | -8
O=C(Cn1nnc(-c2ccc(NC(=O)c3ccccc3F)cc2)n1)NCc1ccc(F)cc1 | -113 | 33 | -18 | 43
CC(C)CNC(=O)c1cnn2c(C(F)(F)F)cc(C(F)(F)F)nc12 | 4 | 4 | -19 | -5
CCCCC(CC)C1OCC(CN2CCCCC2)O1 (stereo not drawn) | -9 | 8 | -14 | 5
Cc1ccc(C(=O)Cn2cc([N+](=O)[O-])nc2C)cc1 | -27 | 2 | 6 | -2
CCCN1C(=O)/C(=C/c2nc3ccccc3c(=O)[nH]2)c2cc(C)ccc21 | 10 | 9 | 21 | 10
CCN(CC)c1ccc(CNc2nc3ccccc3n2C(C)C)cc1 | 16 | 9 | -24 | -44
COc1ccccc1/C=C/C=N/n1c(-c2ccco2)n[nH]c1=S | 45 | 3 | 6 | -6
CC(C)(C)c1ccc(-c2nc(C#N)c(NCCCn3ccnc3)o2)cc1 | -68 | 4 | 3 | -173
CCOC(=O)c1nc(C)nc(Sc2n[nH]c(-c3cc(C(F)(F)F)cc(C(F)(F)F)c3)n2)c1C | -3 | 6 | 19 | -25
NNC(=O)CS(=O)(=O)c1ccc(Cl)cc1 | -18 | 3 | -24 | -29
CC(=O)c1csc(Nc2ccccc2Cl)n1 | -14 | 5 | 17 | -3
NS(=O)(=O)c1ccc(CNS(=O)(=O)c2cccc3nonc23)cc1 | 1 | 12 | -9 | -9
O=C1/C(=C/c2ccccc2)SC(=S)N1C1CCS(=O)(=O)C1 (stereo not drawn) | -9 | 8 | 12 | -26

Following part.
SMILES | Mcl1 Noxa PPI | Avidin fluor | Pf gamet viab | Mcl1-Bid inh
COc1ccc(N2C(=O)c3ccccc3S2(=O)=O)cc1 | 2 | 6 | 9 | -8
O=S(=O)(Nc1cc(C(F)(F)F)ccc1N1CCOCC1)c1ccccc1 | -1 | 5 | 10 | -30
COc1cc(OC)c(NC(=O)/C=C/C(=O)O)cc1Cl | 13 | 2 | 10 | 0
O=C1CCC(=O)N1CCSC(=S)N1CCSCC1 | 0 | 4 | 20 | -42
Cc1ccc(/C=N/NC(=O)CSc2ccccn2)o1 | 15 | 7 | -3 | -20
O=C(NCC(=O)N(Cc1ccco1)C(C(=O)NC1CCCCC1)c1ccncc1)c1cccs1 (stereo not drawn) | -6 | 9 | 13 | -74
Cc1nc(SCc2ccc(F)cc2)c2oc3ccccc3c2n1 | -435 | 4 | -7 | -95
CC(=O)O/N=C(\N)c1cnn2c(C(F)(F)F)cc(C(F)(F)F)nc12 | 7 | 7 | -2 | -11
CC(=O)C1=C(C)OC(N)=C(C#N)C1c1cc([N+](=O)[O-])ccc1Cl (stereo not drawn) | 6 | 7 | 12 | -20
CCOC(=O)c1cc(C#N)c(SC)nc1C | -16 | 6 | 0 | -21
COc1ccc(/C=N/NC(=O)c2cccnc2)c(C(=O)O)c1OC | 7 | 6 | -8 | 2
Cc1nc(/C(=N/O)C(N)=O)cs1 | -5 | 5 | 1 | -16
COc1cc(C2OC(=O)c3ccccc3S2)cc(OC)c1OC (stereo not drawn) | 9 | 3 | -9 | -17
COc1ccc(C2CC(=O)Oc3c(C(CCN4CCCCC4)c4ccc(N(C)C)cc4)c(OC)cc(OC)c32)cc1 (stereo not drawn) | -3 | 10 | 0 | -96
COC(=O)c1ccc(S(=O)(=O)N(C2CCCCC2)C2CCCCC2)n1C | -6 | 10 | 18 | -9
CCCCSc1cc(=O)[nH]c(N)n1 | 8 | 3 | -1 | -23
O=C(N/N=C/c1cc(Cl)cc([N+](=O)[O-])c1O)C1CC1 | -28 | 9 | 10 | -21
CC1(C)C2CCC1(CS(=O)(=O)N1CCC(C(=O)O)CC1)C(=O)C2 (stereo not drawn) | -5 | 4 | -6 | -13
O=C(NCc1nc(-c2ccc(C(F)(F)F)cc2)no1)c1cccs1 | 15 | 9 | 5 | 2
Nc1c(C(=O)N/N=C/c2ccc([N+](=O)[O-])cc2)cnn1-c1ccccc1 | 6 | 7 | 8 | -2
O=S(=O)([N-]c1nc2ccccc2nc1-n1cc[n+](Cc2ccccc2)c1)c1ccc(Cl)cc1 | -123 | 14 | -6 | -78
O=C(CC(C(=O)O)P(=O)(c1ccccc1)c1ccccc1)c1ccc(Br)cc1 (stereo not drawn) | 26 | 7 | 12 | -23
Cc1ccc(-c2[nH]c3ccccc3c2SCCN)cc1 | 22 | 3 | -18 | -40
CCOC(=O)N1CCN(S(=O)(=O)c2ccc3[nH]c(=O)oc3c2)CC1 | 27 | 9 | 16 | -8

Another view of some results above:
| SMILES | Mcl1 Noxa PPI | Avidin fluor | Pf gamet viab | Mcl1-Bid inh |
| --- | --- | --- | --- | --- |
| CC(=O)O/N=C(\N)c1cnn2c(C(F)(F)F)cc(C(F)(F)F)nc12 | 7 | 7 | -2 | -11 |
| CC(=O)C1=C(C)OC(N)=C(C#N)C1c1cc([N+](=O)[O-])ccc1Cl (stereo not drawn) | 6 | 7 | 12 | -20 |
| CCOC(=O)c1cc(C#N)c(SC)nc1C | -16 | 6 | 0 | -21 |
| COc1ccc(/C=N/NC(=O)c2cccnc2)c(C(=O)O)c1OC | 7 | 6 | -8 | 2 |
| Cc1nc(/C(=N/O)C(N)=O)cs1 | -5 | 5 | 1 | -16 |
| COc1cc(C2OC(=O)c3ccccc3S2)cc(OC)c1OC (stereo not drawn) | 9 | 3 | -9 | -17 |
| COc1ccc(C2CC(=O)Oc3c(C(CCN4CCCCC4)c4ccc(N(C)C)cc4)c(OC)cc(OC)c32)cc1 (stereo not drawn) | -3 | 10 | 0 | -96 |
| COC(=O)c1ccc(S(=O)(=O)N(C2CCCCC2)C2CCCCC2)n1C | -6 | 10 | 18 | -9 |
| CCCCSc1cc(=O)[nH]c(N)n1 | 8 | 3 | -1 | -23 |
| O=C(N/N=C/c1cc(Cl)cc([N+](=O)[O-])c1O)C1CC1 | -28 | 9 | 10 | -21 |
| CC1(C)C2CCC1(CS(=O)(=O)N1CCC(C(=O)O)CC1)C(=O)C2 (stereo not drawn) | -5 | 4 | -6 | -13 |
| O=C(NCc1nc(-c2ccc(C(F)(F)F)cc2)no1)c1cccs1 | 15 | 9 | 5 | 2 |
| Nc1c(C(=O)N/N=C/c2ccc([N+](=O)[O-])cc2)cnn1-c1ccccc1 | 6 | 7 | 8 | -2 |
| O=S(=O)([N-]c1nc2ccccc2nc1-n1cc[n+](Cc2ccccc2)c1)c1ccc(Cl)cc1 | -123 | 14 | -6 | -78 |
| O=C(CC(C(=O)O)P(=O)(c1ccccc1)c1ccccc1)c1ccc(Br)cc1 (stereo not drawn) | 26 | 7 | 12 | -23 |
| Cc1ccc(-c2[nH]c3ccccc3c2SCCN)cc1 | 22 | 3 | -18 | -40 |
| CCOC(=O)N1CCN(S(=O)(=O)c2ccc3[nH]c(=O)oc3c2)CC1 | 27 | 9 | 16 | -8 |

Next records follow.
SMILES | Mcl1 Noxa PPI | Avidin fluor | Pf gamet viab | Mcl1-Bid inh
CCc1cccc(NC(=O)c2ccc(CNc3c(N4CCCC4)c(=O)c3=O)cc2)c1 | -4 | 5 | 4 | -16
O=C(COc1ccc(-n2ccnc2)cc1)Nc1cccc(F)c1 | 8 | 11 | -3 | 0
CCCc1c(NC(=O)Nc2ccc(F)cc2)cnn1-c1ccccc1 | 12 | 7 | 14 | 8
CCOC(=O)c1ccc(N2CCOCC2)c(NC(=O)c2c(-c3ccccc3)noc2C)c1 | -12 | 4 | 18 | 2
Cc1ccc(NC(=O)CC2NCCN(Cc3ccccc3)C2=O)cc1 (stereo not drawn) | 11 | 3 | 7 | -11
CCN(CC)S(=O)(=O)c1ccc(-c2csc(C)n2)s1 | 15 | 3 | -2 | -22
CC(=O)Nc1ccc(SC[C@H](CC(C)C)N2CCN(CCc3ccccc3)CCC2=O)cc1 | 2 | 12 | -7 | -64
CCN(CC)S(=O)(=O)c1ccc(/C=C/C(=O)Nc2ccc(N3CCOCC3)cc2)cc1 | 7 | 6 | 4 | -34
